Screening data deposited in PubChem BioAssay by The Scripps Research Institute Molecular Screening Center.
KLK7 zymogen act: proKLK7 zymogen activators, primary screen, biochemical, fluorescence intensity | Kallikrein-7 (Homo sapiens), P49862 | purified proKLK7, EDANS-DABCYL substrate fluorescence; 100% is mature enzyme control, 0% vehicle | activation, % at 7 µM | hit rate 0.9% among 370,000 | AID 652039, 2013;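 active means activation above the mean of all tested compounds plus 3 SD, computed per campaign excluding outliers beyond control limits, cut at about 13% in these data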
Target sequence (P49862 whole entry, looked up): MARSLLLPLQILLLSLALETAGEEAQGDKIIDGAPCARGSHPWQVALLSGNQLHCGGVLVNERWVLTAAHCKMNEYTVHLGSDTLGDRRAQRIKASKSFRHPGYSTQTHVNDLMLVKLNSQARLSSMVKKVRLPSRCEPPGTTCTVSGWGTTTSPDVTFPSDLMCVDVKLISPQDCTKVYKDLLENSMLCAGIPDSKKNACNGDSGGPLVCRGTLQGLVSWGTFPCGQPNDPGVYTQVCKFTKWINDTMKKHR
Tn6 DDE FP: inhibitors of Tn6 peptide binding to fibrin DD(E), primary screen, biochemical, fluorescence polarization, human fibrin, Tn6 probe; Fibrin DD(E) TRITC-Tn6 fluorescence polarization displacement; inhibition, % at 8.3 µM; hit rate 0.21% among 370,000; AID 720509, 2013;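 active means inhibition above a per-campaign cutoff: mean of compounds within control limits plus 3 SD, cut at about 15% in these data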;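 further: 0% = median of all compound wells on the plate and 100% = blocking peptide control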
Target sequence (P02675 whole entry, looked up): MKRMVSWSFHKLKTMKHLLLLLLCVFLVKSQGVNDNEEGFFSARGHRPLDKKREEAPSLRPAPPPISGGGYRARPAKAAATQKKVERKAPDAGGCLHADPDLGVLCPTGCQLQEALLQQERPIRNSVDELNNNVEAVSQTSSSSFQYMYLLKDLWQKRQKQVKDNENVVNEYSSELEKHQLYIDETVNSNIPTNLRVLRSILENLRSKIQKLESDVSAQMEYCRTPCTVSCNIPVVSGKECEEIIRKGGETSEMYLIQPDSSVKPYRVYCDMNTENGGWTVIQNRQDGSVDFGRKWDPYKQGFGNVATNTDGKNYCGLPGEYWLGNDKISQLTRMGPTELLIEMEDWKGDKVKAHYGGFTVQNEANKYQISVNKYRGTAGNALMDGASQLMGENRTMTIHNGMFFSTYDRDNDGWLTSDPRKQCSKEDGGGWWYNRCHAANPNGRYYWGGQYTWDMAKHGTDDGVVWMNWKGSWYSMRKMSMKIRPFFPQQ
TDP2 absorb: human TDP2 enzyme inhibitors, primary screen, biochemical, epi absorbance, recombinant enzyme; hit rate 0.34% among 370,000; T5PNP hydrolysis, p-nitrophenol absorbance 415 nm; Tyrosyl-DNA phosphodiesterase 2 (Homo sapiens), O95551; inhibition, % at 12.8 µM;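 active means inhibition above the mean of all tested compounds plus 3 SD, set per campaign, cut at about 25% in these data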;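 further: 0% = DMSO with enzyme and 100% = buffer with substrate but no TDP2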
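Read-out basis: percent inhibition. System: recombinant human TDP2. Buffer or medium: Mg2+-containing Tris-HCl buffer, pH 7.5. Repeats: single replicate. Timing: reaction 2 h, 37 °C. Benchmarks: high control without enzyme, low control DMSO plus TDP2. Probe or stimulus: 5 mM T5PNP. Doses: 12.8 µM only. Measured by: epi absorbance of p-nitrophenol freed from T5PNP by hydrolysis.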
LEDGF integ inh: blockers of LEDGF/p75-dependent integrase strand transfer – biochemical, TR-FRET, high throughput, primary screen; HIV-1 integrase (with human LEDGF/p75); TR-FRET IN-LEDGF/p75 DNA integration, Eu/Cy5; inhibition, % at 3.7 µM; hit rate 0.64% among 370,000;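 active means inhibition above the screen-wide mean plus 3 SD, cut at about 13% in these data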;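 further: signal is the Cy5 over europium emission ratio at 671 and 618 nm; 0% = plate median of compound wells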
ASAP1 GAP inh: inhibitors of human ASAP1 ArfGAP activity, primary screen, biochemical, fluorescence polarization; inhibition, % at 16.5 µM; Arf-GAP with SH3 domain, ANK repeat and PH domain-containing protein 1 (Homo sapiens), …; AID 624377, 2012; hit rate 0.19% among 360,000; ASAP1-stimulated ARF1 GTP hydrolysis, GDP FP detection; in the data active means inhibition above about 25%;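 further: 0% = vehicle with enzyme and substrate and 100% = no enzyme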
ADAM17 inh: ADAM17 inhibitors, primary screen, biochemical, QFRET | hit rate 0.83% among 370,000 | Disintegrin and metalloproteinase domain-containing protein 17 (Homo sapiens), P78536 | recombinant ADAM17, EDANS/DABCYL FRET peptide cleavage | inhibition, % at 6.95 µM;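 active means inhibition above the mean of compounds lying between control limits plus 3 SD, set per campaign, cut at about 8.5% in these data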;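 further: 0% = DMSO-only wells as the low control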
ADAM10 inh: human ADAM10 inhibitors, primary screen, biochemical, QFRET, HTS; inhibition, % at 7 µM; recombinant ADAM10, EDANS/DABCYL FRET peptide cleavage, 3 h; Disintegrin and metalloproteinase domain-containing protein 10 (Homo sapiens), O14672; hit rate 0.62% among 370,000;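 active means inhibition above a per-campaign cutoff equal to the mean of compounds falling between control-based bounds plus 3 SD, cut at about 20% in these data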;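 further: 0% = DMSO wells while the 100% control is not disclosed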
PLC-gamma1 inh: PLC-gamma1 enzyme inhibitors, primary screen, biochemical, fluorescence, purified enzyme | fluorogenic substrate | inhibition, % at 12.2 µM | hit rate 0.84% among 370,000; in the data active means inhibition above about 9.5%
DDE Tn7 FP inh: inhibitors of Tn7 peptide binding to fibrin DD(E), primary screen, biochemical, fluorescence polarization, human fibrin, Tn7 probe; AID 720508, 2013; inhibition, % at 8.3 µM; hit rate 0.13% among 370,000; FP displacement of FITC-Tn7 peptide from fibrin DD(E); 0% = median of compound wells per plate; Fibrinogen beta chain (Homo sapiens), P02675;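 active means inhibition above the mean of compounds falling within the control limits plus 3 SD of them, cut at about 14% in these data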;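 further: 0% = plate median of compound wells and 100% = 10 µM Aha-Tn7 peptide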
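Assay system: Human clot-derived fibrin DD(E) complex | Buffer or medium: Tris/NaCl/CaCl2 buffer, pH 7.8 | Repeats: One replicate per compound | Benchmarks: Aha-Tn7 high control | Measure: % inhibition scaled between sample-field median and high-control FP | Schedule: 10 min plus 3 h, room temperature | Signal: Fluorescence polarization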
ARFGAP1 inhibitor: inhibitors of rat ARFGAP1 GAP activity, primary screen, biochemical, fluorescence polarization, GDP tracer. ADP-ribosylation factor GTPase-activating protein 1 (Rattus norvegicus), Q62848. Arfgap1-stimulated ARF1 GTP hydrolysis, GDP FP detection. inhibition, % at 16.5 µM. hit rate 0.26% among 360,000. AID 651572, 2012;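 active means inhibition above a per-plate limit, mean inhibition of low control wells plus 3 SD, cut at about 25% in these data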;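 further: 0% = DMSO wells with enzyme and 100% = wells lacking Arfgap1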
Target sequence (Q62848 1-136 limits assumed): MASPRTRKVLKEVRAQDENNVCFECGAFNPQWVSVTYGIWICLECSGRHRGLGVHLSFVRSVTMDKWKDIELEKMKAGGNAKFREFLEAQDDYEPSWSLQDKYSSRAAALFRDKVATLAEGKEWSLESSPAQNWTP
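material = rat Arfgap1 catalytic domain, aa 1-136 | also added = human ARF1(Δ1-17)-GTP substrate | compound dosing = one concentration, 16.5 µM, DMSO 1.26% | times = GTP hydrolysis reaction 2 h at 25 °C | measured by = FP, GDP Alexa 633 tracer displaced from anti-GDP antibody, 620/688 nm | evaluation = percent inhibition of Arfgap1-stimulated GTP hydrolysis | replication = single well per compound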
Active calls of the source: *.

How did C=C(C)Cn1c(=S)[nH]c2ccccc2c1=O do in these assays?
KLK7 zymogen act: 0.0; Tn6 DDE FP: -1; TDP2 absorb: -9; LEDGF integ inh: 4; ASAP1 GAP inh: 4; ADAM17 inh: -1; ADAM10 inh: 4; PLC-gamma1 inh: 1; DDE Tn7 FP inh: 1; ARFGAP1 inhibitor: -4

What do the screens show for `COc1ccc(CNc2oc(C)nc2C#N)cc1`?
KLK7 zymogen act: 0.0; Tn6 DDE FP: 1; TDP2 absorb: -2; LEDGF integ inh: 2; ASAP1 GAP inh: 8; ADAM17 inh: 1; ADAM10 inh: -4; PLC-gamma1 inh: -1; DDE Tn7 FP inh: 3; ARFGAP1 inhibitor: -3

Results for O=C(CSc1nnc(Cc2ccccc2)o1)c1ccc(F)cc1 ?
KLK7 zymogen act: 0.2; Tn6 DDE FP: 3; TDP2 absorb: 9; LEDGF integ inh: 0; ASAP1 GAP inh: 10; ADAM17 inh: -1; ADAM10 inh: -1; PLC-gamma1 inh: 1; DDE Tn7 FP inh: -4; ARFGAP1 inhibitor: 6

How did Cc1ccc(OC(=O)c2sc3ncn(C)c(=O)c3c2C)cc1 do in these assays?
KLK7 zymogen act: 0.5; Tn6 DDE FP: -10; TDP2 absorb: -14; LEDGF integ inh: 0; ASAP1 GAP inh: -2; ADAM17 inh: 1; ADAM10 inh: 7; PLC-gamma1 inh: 6; DDE Tn7 FP inh: -13; ARFGAP1 inhibitor: 10

How did Cc1noc(C)c1S(=O)(=O)N(C)C[C@H]1Oc2ccc(NC(=O)CCC(F)(F)F)cc2C(=O)N([C@H](C)CO)C[C@@H]1C do in these assays?
KLK7 zymogen act: 0.8; Tn6 DDE FP: -1; TDP2 absorb: 6; LEDGF integ inh: 1; ASAP1 GAP inh: 0; ADAM17 inh: -5; ADAM10 inh: -2; PLC-gamma1 inh: -3; DDE Tn7 FP inh: 3; ARFGAP1 inhibitor: 2

Results for CCOC(=O)N1CCC(Nc2c(NCCCN3CCN(CC)CC3)c(=O)c2=O)CC1 ?
KLK7 zymogen act: 0.3; Tn6 DDE FP: 8; TDP2 absorb: 4; LEDGF integ inh: -1; ASAP1 GAP inh: -3; ADAM17 inh: -5; ADAM10 inh: -7; PLC-gamma1 inh: -1; DDE Tn7 FP inh: 1; ARFGAP1 inhibitor: 9

What do the screens show for `COCCCN1C(=O)[C@H](CC(=O)NCCc2ccccc2OC)[C@]2(C(=O)OC)CCCCC=C12`?
KLK7 zymogen act: 0.2; Tn6 DDE FP: 2; TDP2 absorb: -2; LEDGF integ inh: -5; ADAM17 inh: -2; ADAM10 inh: -5; PLC-gamma1 inh: -1; DDE Tn7 FP inh: 8

Results for Cc1onc(-c2ccccc2)c1CNC(=O)CN1C(=O)c2ccccc2C1=O ?
KLK7 zymogen act: 0.5; Tn6 DDE FP: 4; TDP2 absorb: 2; LEDGF integ inh: 2; ASAP1 GAP inh: -6; ADAM17 inh: -4; ADAM10 inh: -4; PLC-gamma1 inh: -4; DDE Tn7 FP inh: 4; ARFGAP1 inhibitor: 6

What do the screens show for `COc1ccc([C@H]2CC(=O)C=C(c3cccc(CO)c3)C2)cc1OC`?
KLK7 zymogen act: 0.0; Tn6 DDE FP: -3; TDP2 absorb: -2; LEDGF integ inh: 0; ASAP1 GAP inh: 14; ADAM17 inh: -1; ADAM10 inh: 11; PLC-gamma1 inh: 2; DDE Tn7 FP inh: -6; ARFGAP1 inhibitor: 2

What do the screens show for `COc1ccc(C2C(C(C)=O)=C(O)C(=O)N2CCCn2ccnc2)cc1` (configuration not stated)?
KLK7 zymogen act: -0.1; Tn6 DDE FP: 4; TDP2 absorb: 1; LEDGF integ inh: 1; ASAP1 GAP inh: 1; ADAM17 inh: 0; ADAM10 inh: 3; PLC-gamma1 inh: 3; DDE Tn7 FP inh: -5; ARFGAP1 inhibitor: 0

What do the screens show for `OCCN1CN=C(Nc2nc3ccccc3s2)NC1`?
KLK7 zymogen act: 0.0; Tn6 DDE FP: 5; TDP2 absorb: -7; LEDGF integ inh: -2; ASAP1 GAP inh: -6; ADAM17 inh: 1; ADAM10 inh: 5; PLC-gamma1 inh: 6; DDE Tn7 FP inh: 1; ARFGAP1 inhibitor: -10

What do the screens show for `COc1cc(C2(O)CCCCC2C)cc(OC)c1OC` (configuration not stated)?
KLK7 zymogen act: -0.4; Tn6 DDE FP: -4; TDP2 absorb: -14; LEDGF integ inh: 6; ASAP1 GAP inh: -9; ADAM17 inh: 5; ADAM10 inh: 9; PLC-gamma1 inh: 6; DDE Tn7 FP inh: -8; ARFGAP1 inhibitor: -8

Results for O=S1(=O)c2ccc(N3CC[C@@H](O)C3)cc2OCCCN1C1CC1 ?
KLK7 zymogen act: -0.2; Tn6 DDE FP: -5; TDP2 absorb: -3; LEDGF integ inh: 0; ADAM17 inh: -1; ADAM10 inh: 2; PLC-gamma1 inh: -1; DDE Tn7 FP inh: 2

How did CCOc1ccc(C(=O)NN2C(=S)NC(C)(C)C=C2C)cc1 do in these assays?
KLK7 zymogen act: 1.4; Tn6 DDE FP: 2; TDP2 absorb: -25; LEDGF integ inh: 2; ASAP1 GAP inh: 2; ADAM17 inh: -7; ADAM10 inh: -20; PLC-gamma1 inh: 4; DDE Tn7 FP inh: -5; ARFGAP1 inhibitor: 13

How did CC(C)C[C@@H]1COc2cc(N3CCSCC3)ccc2S(=O)(=O)N1C do in these assays?
KLK7 zymogen act: 0.3; Tn6 DDE FP: 0; TDP2 absorb: 4; LEDGF integ inh: 0; ADAM17 inh: 0; ADAM10 inh: 3; PLC-gamma1 inh: 0; DDE Tn7 FP inh: -2

What do the screens show for `CCC(c1nnnn1C1CCCCC1)N1CCN(C2CCCC2)CC1` (configuration not stated)?
KLK7 zymogen act: -0.8; Tn6 DDE FP: -15; TDP2 absorb: -22; LEDGF integ inh: -1; ASAP1 GAP inh: -4; ADAM17 inh: -2; ADAM10 inh: -7; PLC-gamma1 inh: 7; DDE Tn7 FP inh: 2; ARFGAP1 inhibitor: 13

What do the screens show for `O=C(CSc1nc2ccccc2s1)N1c2ccccc2Sc2ccc(Cl)cc21`?
KLK7 zymogen act: -1.0; Tn6 DDE FP: -5; TDP2 absorb: 2; LEDGF integ inh: -3; ASAP1 GAP inh: 3; ADAM17 inh: -1; ADAM10 inh: 4; PLC-gamma1 inh: -1; DDE Tn7 FP inh: -4; ARFGAP1 inhibitor: 5

What do the screens show for `CC(=O)Nc1ccc(C(=O)N/N=C/c2ccc(F)cc2)cc1`?
KLK7 zymogen act: -0.7; Tn6 DDE FP: 1; TDP2 absorb: -8; LEDGF integ inh: -1; ASAP1 GAP inh: 4; ADAM17 inh: 5; ADAM10 inh: -2; PLC-gamma1 inh: -1; DDE Tn7 FP inh: 0; ARFGAP1 inhibitor: 4

Results for Oc1ccc(N2CCN(C(c3ccncc3)c3nnnn3C3CCCC3)CC2)cc1 (configuration not stated) ?
KLK7 zymogen act: 0.8; Tn6 DDE FP: -2; TDP2 absorb: 3; LEDGF integ inh: 5; ASAP1 GAP inh: 0; ADAM17 inh: -5; ADAM10 inh: -8; PLC-gamma1 inh: -6; DDE Tn7 FP inh: 1; ARFGAP1 inhibitor: 5

What do the screens show for `CCOc1ccc(C2C(C(N)=O)=C(C)Nc3ncnn32)cc1OC` (configuration not stated)?
KLK7 zymogen act: -0.5; Tn6 DDE FP: 3; TDP2 absorb: 15; LEDGF integ inh: 4; ASAP1 GAP inh: 10; ADAM17 inh: 2; ADAM10 inh: 6; PLC-gamma1 inh: 2; DDE Tn7 FP inh: -1; ARFGAP1 inhibitor: -11

Results for CCn1nnnc1NCc1ccc(OCc2ccc(F)cc2Cl)c(OC)c1 ?
KLK7 zymogen act: 1.2; Tn6 DDE FP: 8; TDP2 absorb: -19; LEDGF integ inh: 1; ASAP1 GAP inh: 2; ADAM17 inh: -2; ADAM10 inh: 8; PLC-gamma1 inh: 1; DDE Tn7 FP inh: 5; ARFGAP1 inhibitor: -10

What do the screens show for `CCC1CC(C)(C(=O)Nc2ccc(S(N)(=O)=O)cc2)OC1=O` (configuration not stated)?
KLK7 zymogen act: 0.2; Tn6 DDE FP: 11; TDP2 absorb: 1; LEDGF integ inh: 0; ASAP1 GAP inh: 8; ADAM17 inh: 0; ADAM10 inh: 1; PLC-gamma1 inh: 0; DDE Tn7 FP inh: -4; ARFGAP1 inhibitor: -3

How did CCC(=O)Nc1ccccc1C(=O)OCc1ccc(C(=O)c2ccccc2)cc1 do in these assays?
KLK7 zymogen act: -0.1; Tn6 DDE FP: -5; TDP2 absorb: 5; LEDGF integ inh: 1; ASAP1 GAP inh: 6; ADAM17 inh: -1; ADAM10 inh: 11; PLC-gamma1 inh: 0; DDE Tn7 FP inh: -3; ARFGAP1 inhibitor: -4

Results for COC(=O)c1cn(CCOc2ccccc2F)c2ccccc12 ?
KLK7 zymogen act: 0.1; Tn6 DDE FP: 7; TDP2 absorb: -22; LEDGF integ inh: 2; ASAP1 GAP inh: 5; ADAM17 inh: 8; ADAM10 inh: 18; PLC-gamma1 inh: 3; DDE Tn7 FP inh: -10; ARFGAP1 inhibitor: 6

Results for CC1(C)CN=C(c2ccccc2)NC1 ?
KLK7 zymogen act: 0.1; Tn6 DDE FP: 0; TDP2 absorb: -9; LEDGF integ inh: 5; ASAP1 GAP inh: -3; ADAM17 inh: 1; ADAM10 inh: 5; PLC-gamma1 inh: 0; DDE Tn7 FP inh: -12; ARFGAP1 inhibitor: 0
